# pAkt inh: Akt phosphorylation inhibition; AID 651550; Neuro2A IGF-stimulated pAkt S473 HTRF, 20 min; stronger effect = lower value; activity change, % for hits at 50 µM; hit rate 0.32% among 360,000; in the data active means activity change below about -80%; inconclusive means mostly about -51% to -80%; further: on the % scale 0 is the no-effect control and ±100 the full control effect
#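 Single-point screen (50 µM final compound) in Neuro2A cells stimulated 20 min with 6 nM IGF at 37 deg C. After lysis, Ser473-phosphorylated Akt read by HTRF (ex 330 nm, em 615/665 nm) as the 665/615 ratio.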
# CCT chaperon mod: cytosolic chaperonin activity modulation; hit rate 0.3% among 360,000; purified chaperonin ATPase assay, HTRF ADP detection, 30 min; activity change, % (no concentration beside the values), hits read low; in the data active means activity change below about -30%; further: on the % scale 0 is the no-effect control and ±100 the full control effect
#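 First, chaperonin was dispensed at 40 nM or 20 nM final depending on batch activity. Next, compounds were pinned at 76 uM and ATP added at 10 uM. After 30 min at 37 °C, ADP detection reagents ran 30 min at ambient temperature.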
# Nrf2 ARE act: Nrf2 pathway activation; Potency, µM (titrated, usually from 46.1 µM), for the others: at the highest dose activation, usual class: activators; hit rate 0.31% among 410,000; AREc32 ARE-luciferase reporter (MCF7-derived line), luminescence, 24 h; AID 624171; further: potency means the concentration at half of the fitted maximal effect; % of control where 0% means no effect; nearly all actives have a fitted effect of over 65% in size
#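 Luminescent ARE reporter assay in AREc32_Fluc cells: overnight plating at 37 deg C, 24 hr compound incubation, Steady-Glo added, 30 min RT before reading.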
# HepG2 viability: HepG2 cytotoxicity, counter-screen for TGF-b inhibitors | Potency, µM (series often up to 46.1 µM), inactives show at the top dose activity change, negative = cytotoxicity, hits mostly cytotoxic | AID 588856 | hit rate 0.76% among 410,000 | HepG2 CAGA-GFP viability, ATP luminescence, 18 h; further: potency means the concentration at half of the fitted maximal effect; some results filed as inactive show a strong effect at the top dose
#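 CellTiter-Glo luminescence gave cytotoxicity after 18 hours at 37 degrees C. The cells were HepG2 CAGA-GFP in 1% FBS DMEM, stimulated with 500 pg/mL TGF-beta after compound addition. %Activity was normalised to no-cell wells (complete cell-killing) and DMSO (no toxicity), and curves were fitted and classified.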
# Nrf2 inh: Nrf2 pathway inhibition; AID 504444; hit rate 2.1% among 360,000; Potency, µM (series often up to 46 µM), for inactives: top-dose activity change, negative = inhibition, actives largely listed as inhibitors; A549 ARE-Fluc reporter, luciferase luminescence, 18-24 h; further: potency means the concentration at half of the fitted maximal effect; on the % scale 0 is the no-effect control and ±100 the full control effect; nearly all actives have a fitted effect of over 60% in size
#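 Reporter: ARE-Fluc in A549. Exposure: 18-24 h, 37 °C, 5% CO2, 5% FBS OPTI-MEM. Readouts: fluorescent cytotoxicity (CellTiter-Fluor), then luminescent Nrf2 signal after BugLite.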
# A549 viability: kills or reduces viability of A549 cells in Nrf2 counter-screen; hit rate 0.16% among 390,000; A549 ARE-Fluc cells, CellTiter-Fluor viability, 18-24 h; Potency, µM (top dose mostly 46 µM), for the others: at the highest dose activity change, negative = cytotoxicity, usual class: inhibitors; further: potency means the concentration at half of the fitted maximal effect; on the % scale 0 is the no-effect control and ±100 the full control effect
#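 A549 ARE-Fluc cells in 5% FBS OPTI-MEM, 5000 cells/well, rested 2 h then exposed to compounds in concentration-response for 18-24 h at 37 °C. Viability by CellTiter-Fluor fluorescence (Ex 405/Em 525) after 30 min; luciferase luminescence (BugLite, 15 min, RT) read afterwards.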
# TGFb SMAD3 inh: blocks TGF-b signaling; hit rate 1.2% among 410,000; Potency, µM (titrated, usually from 46.1 µM), inactives show top-dose activity, negative = inhibition, most hits filed as inhibitors; HepG2 CAGA-GFP TGF-b/SMAD3 reporter, GFP fluorescence, 18 h; TGF-beta stimulated, 500 pg/mL final; further: potency means the concentration at half of the fitted maximal effect; on the % scale 0 is the no-effect control and ±100 the full control effect; nearly all actives have a fitted effect of over 65% in size
#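 HEPG2 CAGA-GFP cells (1000/well, DMEM with 1% FBS) were pre-incubated 2 h at 37 degrees C, given compound by pin tool, then stimulated with TGF-beta at 500 pg/mL final for 18 h before per-cell GFP fluorescence imaging.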
# Mm-Cpn inhibitor: blocks the Methanococcus maripaludis chaperonin Mm-Cpn | purified Mm-Cpn ATPase, ADP Transcreener TR-FRET | Potency, µM (titrated, usually from 76.9 µM), for the others: at the highest dose activity, negative = inhibition, actives largely listed as inhibitors | hit rate 0.031% among 330,000 | AID 504842; further: potency means the concentration at half of the fitted maximal effect; on the % scale 0 is the no-effect control and ±100 the full control effect; nearly all actives have a fitted effect of over 80% in size
#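 Compound-treated chaperonin, 25 nM final, turns over 10 uM ATP at 37°C for 30 min following a 10 min preincubation; ADP generated competes with ADP-d2 for Eu-cryptate antibody, lowering FRET.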
# S2 tox: cell viability loss in ATXN counter-screen; hit rate 0.49% among 400,000; Potency, µM (doses to about 56.7 µM), most hits filed as cytotoxic; S2 cells (HEK-293 line with an ATXN2-luciferase reporter) viability, CellTiter-Fluor protease fluorescence, 24 h; further: potency means the concentration at half of the fitted maximal effect; nearly all actives have a fitted effect of over 40% in size
# Active calls of the source: *; i = inactive; u = inconclusive; x = not tested or not shown; [ ] = dose if it differs, or a comment. Unless noted, the call rests on the fitted dose curve; in most records, active means well fitted curve in the direction sought with a large enough effect; inconclusive means small, poorly fitted or top-dose-only effect, or another doubt; inactive means no such curve, though single readings can be large; an effect the other way counts as inactive or inconclusive.
compound	pAkt inh	CCT chaperon mod	Nrf2 ARE act	HepG2 viability	Nrf2 inh	A549 viability	TGFb SMAD3 inh	Mm-Cpn inhibitor	S2 tox
O=C(O)CCN=Cc1c(O)c2ccccc2oc1=O	i	1.4	3.0%	-2%	u	-11%	-20%	-1%	i
Cc1cc(C)cc(NC(=O)NNC(=O)c2cc3occc3[nH]2)c1	i	-0.9	2.1%	3%	-10%	-4%	-3%	4%	i
O=C(NCCc1ccccc1)C(=O)NCC1OCCCN1S(=O)(=O)c1cc(F)ccc1F (configuration not stated)	i	0.4	0.0%	-11%	-30%	-1%	-13%	-2%	i
O=C(NCc1ccccc1)c1onc(CSc2ccc(Cl)cc2)c1C(=O)NCC1CC1	i	-0.1	-0.4%	3%	0%	-1%	-10%	-4%	i
Cc1ccc(C2=CC(C)(c3ccc(C)cc3)Nc3nc(C(F)(F)F)nn32)cc1 (configuration not stated)	i	0.2	5.7%	5%	u	-6%	u	u	i
COc1ccc(NC(=O)CSc2[nH]c(=O)cc(C)c2C#N)cc1OC	i	2.6	-0.4%	2%	9%	2%	0%	1%	i
CCOC(=O)C1=C(CSc2nc(-c3ccncc3)ccc2C#N)OC(N)=C(C#N)C1c1ccc(OC)cc1 (configuration not stated)	i	2.3	11%	-20%	x	7%	-3%	-12%	i
Cc1cccc(Oc2ncnc(N)c2[N+](=O)[O-])c1C	i	-2.5	0.3%	2%	2%	-10%	3%	1%	i
CCNC(=S)N(Cc1ccccc1)Cc1nc2ccccc2c(=O)[nH]1	i	-3.4	0.3%	21%	u	-2%	u	-1%	u
c1ccc(CN2CCN(c3nc(-c4ccccc4)nc4ccccc34)CC2)cc1	i	-0.5	1.9%	3%	u	-9%	5%	0%	u
COc1ccccc1C(CNC(=O)CNC(=O)c1ccccc1Cl)N1CCCC1 (configuration not stated)	i	1.7	-0.2%	-5%	u	-20%	-1%	1%	i
N#CC1=C(N)Oc2c(oc(CO)cc2=O)C12C(=O)Nc1ccc(Cl)cc12 (configuration not stated)	i	-2.5	-0.2%	-25%	1%	-9%	7%	1%	i
CC(C)(C)c1nc(NCCO)c2nnn(Cc3ccccc3)c2n1	i	-2.1	0.7%	-24%	-23%	-2%	-20%	1%	i
NC(=O)c1ccccc1NC(=O)C(c1ccccc1)c1ccccc1	i	1.9	-0.6%	3%	-24%	-6%	-2%	x	i
Cc1ccccc1N1CCN(C(=O)c2ccccc2NC(=O)/C=C\C(=O)O)CC1	i	-2.6	-1.7%	17%	x	13%	44%[activator]	-1%	i
Cc1sc2nc(CSCC(=O)Nc3ccc(C(=O)N(C)C)cc3)[nH]c(=O)c2c1C	i	4.4	-0.1%	-2%	8%	3%	5%	-1%	i

# Only A549 viability, Mm-Cpn inhibitor and CCT chaperon mod (2 entries from above):
SMILES	A549 viability	Mm-Cpn inhibitor	CCT chaperon mod
Cc1ccccc1N1CCN(C(=O)c2ccccc2NC(=O)/C=C\C(=O)O)CC1	13%	-1%	-2.6
CCNC(=S)N(Cc1ccccc1)Cc1nc2ccccc2c(=O)[nH]1	-2%	-1%	-3.4

# Remaining list, next part:
compound	pAkt inh	CCT chaperon mod	Nrf2 ARE act	HepG2 viability	Nrf2 inh	A549 viability	TGFb SMAD3 inh	Mm-Cpn inhibitor	S2 tox
Cc1cc(C)cc(NC(=O)C2CCCN(c3nccc(C)n3)C2)c1 (configuration not stated)	i	0.4	-0.2%	-19%	u	-11%[1.84 µM]	-1%	-3%	i
O=C(Nc1ccc(Cl)c(Cl)c1)N1CC=CCC1	i	-1.3	5.5%	4%	x	-1%	47%[activator]	2%	i
Nc1ccccc1SC/C=C/CSc1ccccc1N	i	-2.9	9.9%	-33%	u	-8%	-13%	-1%	i
CC(C)Sc1nc(N2CCCC2)c2c(c1C#N)CC(C)(C)OC2	i	-0.3	0.2%	-14%	-31%	-6%	-10%	-2%	i
CC(C)CSc1nc2ccccc2n1CC(=O)O	i	-0.7	3.2%	-35%	4%	5%	-24%	1%	i
COc1ccc(C(C)=O)cc1COC(=O)c1cc2ccccc2cc1O	i	-2.0	15%	-11%	4%	12%	-7%	1%	i
NS(=O)(=O)c1ccc(CCNc2ccn3nc(-c4ccccc4)cc3n2)cc1	i	-1.3	4.1%	-8%	x	x	23%	x	i
C[C@H](NC(=O)Nc1ccccc1F)C(=O)O	i	2.4	0.2%	-3%	1%	-7%	-1%	-3%[15.4 µM]	u
CCOC(=O)/C(C#N)=C1/C=CN(c2ccccc2)C=N1	i	-3.6	0.1%	-7%	u	3%	4%	0%	i
CCc1n[nH]c2c1/C(=N\O)CC(C)(C)C2	i	-0.1	-0.5%	-1%	x	-1%	10%	-2%	i
CCCCCn1c(=O)c(C(=O)OCC)c(Cl)c2ccccc21	i	0.9	u	-35%	-2%	-1%	u	-9%	i
Cc1ccc(C)c(NC(=O)CCC(=O)N/N=C/c2ccc[nH]2)c1	i	-3.0	-0.3%	3%	u	-13%	-8%	1%	i
CCOC(=O)C1=C(C)N(C)C(=O)NC1c1c(OC)ccc2ccccc12 (configuration not stated)	i	-1.4	3.1%	-2%	-4%	-6%	-47%	2%	i
O=[N+]([O-])c1cccc(COc2ccccc2CN2CCOCC2)c1	i	-0.5	4.3%	-17%	-20%	-2%	-19%	x	i
CCN1C(=O)C(Cc2nc3ccccc3c(=O)n2-c2cccc(C)c2)c2ccccc21 (configuration not stated)	x	x	8.3%	-3%	-17%	-8%	1%	x	u
CN(C)CC1CCCCC1OC(=O)c1ccc(Cl)cc1Cl (configuration not stated)	i	0.0	-0.8%	-5%	-4%	0%	-4%	1%	i
COc1cccc(CNC(=O)c2cc3n(n2)CCCN(Cc2ccc(C)cc2)C3=O)c1OC	x	x	5.6%	-10%	x	1%	-14%	x	i
CCOc1ccc(-c2cc3c(=O)n(CC(=O)NCc4ccccc4)ccn3n2)cc1	x	x	0.4%	-22%	x	0%	-7%	x	i
COC(=O)c1ccccc1OC(=O)c1cc2ccccc2oc1=O	i	-12	1.8%	2%	27%	3%	-1%	1%	i
O=C(c1ccc(N2CCCC2=O)cc1)N1CCN(c2ccccc2O)CC1	i	-1.1	-0.7%	-12%	-22%	1%	-19%	0%	i
Cc1ccc(-c2nc3ncccc3o2)cc1NC(=O)c1cccs1	i	-0.8	2.8%	11%	-14%	-7%	13%	-1%	i
Cc1cc(C(=O)CN2C(=O)NC(c3ccccc3)(c3ccccc3)C2=O)c(C)n1Cc1ccco1	i	-0.3	0.4%	-13%	u	-11%	-19%	-8%	i
CCC(C(=O)OCC(=O)Nc1ccc(C(=O)Nc2ccc(OC)cc2)cc1)c1ccccc1 (configuration not stated)	i	-1.3	5.2%	-1%	10%	-5%	u	-1%	i
COc1ccc(CC(=O)NCCc2csc(-c3ccc(C(F)(F)F)cc3)n2)cc1	x	x	0.3%	-8%	x	5%	-2%	x	i
CCOc1ccc(-c2cccc(NS(=O)(=O)c3ccc(C)s3)c2)nn1	x	x	3.3%	-21%	x	16%	-15%	x	i
COc1ccc(OC)c(NC(=O)COC(=O)c2c(C)noc2C)c1	i	0.2	-0.4%	5%	-7%	-1%	5%	1%	i
CC1CCN(S(=O)(=O)c2ccc3c(ccn3CC(=O)O)c2)CC1	i	1.5	0.3%	-1%	5%	-5%	-3%	3%	i
CCOC(=O)C1CCN(C(=O)c2cc(COc3ccc(F)cc3F)on2)CC1	i	-1.6	2.4%	-20%	u	6%	3%	1%	i
Cn1nccc1NS(=O)(=O)c1ccc(NC(=O)C(F)(F)F)cc1	i	-0.1	0.2%	-7%	-10%	-8%	-2%	1%	i
CCOc1ccc(-n2ccc(=O)c(C(=O)Nc3ccc(S(=O)(=O)Nc4nccs4)cc3)n2)cc1	i	-18	0.2%	16%	1%	1%	-1%	-2%	i
CCOC(=O)c1ccc(N2CCN(C(=O)c3ccccc3)CC2)c(NC(=O)c2ccco2)c1	i	-3.0	3.2%	-6%	-6%	-11%	-29%	2%	i
Cc1ccc2oc(C(=O)NCCCN3CCOCC3)c(C)c2c1	i	-3.6	0.1%	-14%	u	-12%	-21%	0%	i
CCNC(=S)SCCOc1ccc(C)cc1	i	-1.1	-0.5%[9.22 µM]	6%	-3%	1%	-1%	4%	i
CCOC(=O)c1cnc2nc(SCc3ccccc3Cl)[nH]n2c1=O	i	-1.8	-1.4%	2.8µM*	0%	7%	-12%	x	i
Cc1onc(-c2ccccc2Cl)c1C(=O)NCc1ccccn1	i	-4.2	0.5%	3%	x	-2%	-12%	-1%	i
Cn1c(=O)c2sccc2n2c(CCCC(=O)Nc3ccc(Cl)cc3)nnc12	x	x	-0.9%	0%	x	5%	-5%	x	i
N=C1SCC(=O)N1c1ncc(Cc2cccc(Cl)c2)s1	i	0.5	20%	-9%	u	-9%	u	0%	u
Cc1nc(-c2cccc(NS(=O)(=O)c3ccccc3)c2)cs1	i	0.0	7.2%	-18%	x	10%	0%	-6%	i
CN(CC(=O)NCC(=O)Nc1ccc(F)cc1)CC(=O)Nc1ccc(Cl)c(C(F)(F)F)c1	i	-0.2	3.4%	-43%	-21%	-1%	u	x	i
CC(C)c1ccc(C2NC(C(=O)O)CS2)cc1 (configuration not stated)	-105%*	1.9	0.2%	15%	10%	-2%	18%	0%	i
CCCN(CC1CC1)C(=O)COc1ccccc1C(=O)NCc1ccccc1	-110%*	-5.3	0.1%	-1%	-8%	-2%	1%	-9%	i

# Hits appear at their usual frequency. About 4.4% of those tested had a hit in this group.
